PAFAH2 FP inh = PAFAH2 (human) inhibition; AID 492956; Q99487; actives 0.99% (n = 340,000); inhibition, % at 3.39 µM; recombinant PAFAH2, FP-rhodamine activity probe, fluorescence polarization;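 active = inhibition above the mean over all tested compounds plus 3 SD, cut at about 30% in these data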;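 also: inhibitors block probe labeling of enzyme so polarization drops; 0% = enzyme with DMSO and 100% = wells lacking PAFAH2 protein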
PAD4 FP inh = blocks human protein arginine deiminase 4; AID 485272; Q9UM07; recombinant PAD4, RCA probe fluorescence polarization; actives 0.41% (n = 330,000); inhibition, % at 6.36 µM;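 active = percent inhibition above a cutoff equal to the mean of all tested compounds plus 3 SD, cut at about 15% in these data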;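 also: 0% = PAD4 with RCA probe and DMSO and 100% = probe without PAD4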
PAFAH1B2 FP inh = inhibitors of human PAFAH1B2; P68402; recombinant PAFAH1B2, FP-rhodamine activity probe, fluorescence polarization; inhibition, % at 3.39 µM; actives 1.2% (n = 340,000); AID 492953;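 active = inhibition above the mean of all tested compounds plus 3 SD, cut at about 24% in these data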;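 also: 0% = enzyme with DMSO and 100% = wells lacking PAFAH1B2; many of its hits are not listed in these tables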
GSTO1 counter = blocks human GSTO1 in RBBP9 counter-screen; recombinant GSTO1, activity-based probe fluorescence polarization; actives 1.1% (n = 300,000); AID 1974; inhibition, % at 5.96 µM;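 active = inhibition above the campaign mean inhibition plus 3 SD, cut at about 35% in these data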;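 also: 0% = GSTO1-1 with DMSO and 100% = wells lacking GSTO1-1 enzyme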
Target sequence (P78417 whole entry, looked up): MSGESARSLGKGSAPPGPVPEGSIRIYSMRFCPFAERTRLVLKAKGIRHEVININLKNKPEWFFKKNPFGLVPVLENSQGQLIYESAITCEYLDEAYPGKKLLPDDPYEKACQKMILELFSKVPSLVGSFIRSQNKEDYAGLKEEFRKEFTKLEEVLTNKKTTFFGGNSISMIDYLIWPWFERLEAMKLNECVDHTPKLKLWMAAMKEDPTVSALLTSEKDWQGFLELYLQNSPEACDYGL
PREPL inh = human PREPL enzyme inhibition; recombinant PREPL, fluorescence polarization activity-based probe; AID 2751; inhibition, % at 5.96 µM; actives 0.68% (n = 320,000); in the data active = inhibition above about 43%;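 also: 0% = enzyme with DMSO and 100% = wells lacking enzyme; many of its hits are not listed in these tables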
pPAFAH inh = pPAFAH (human) enzyme inhibition; Q13093; recombinant pPAFAH, FP-rhodamine probe fluorescence polarization; inhibition, % at 3.39 µM; actives 1.5% (n = 330,000);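 active = inhibition above the mean inhibition across the screen plus 3 SD, cut at about 25% in these data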;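 also: inhibitors block binding of the rhodamine activity-based probe so polarization drops; 0% = enzyme with DMSO and 100% = wells lacking pPAFAH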
LYPLA2 counter = LYPLA2 (human) inhibition in PME1 counter-screen. O95372. recombinant LYPLA2, FP-Rh probe fluorescence polarization. inhibition, % at 5.9 µM. actives 0.38% (n = 320,000). AID 2177;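 active = inhibition above the screen-wide mean plus 3 SD, limit set per campaign, cut at about 26% in these data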;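 also: 0% = LYPLA2 with DMSO and 100% = wells lacking LYPLA2 enzyme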
Target sequence (O95372 whole entry, looked up): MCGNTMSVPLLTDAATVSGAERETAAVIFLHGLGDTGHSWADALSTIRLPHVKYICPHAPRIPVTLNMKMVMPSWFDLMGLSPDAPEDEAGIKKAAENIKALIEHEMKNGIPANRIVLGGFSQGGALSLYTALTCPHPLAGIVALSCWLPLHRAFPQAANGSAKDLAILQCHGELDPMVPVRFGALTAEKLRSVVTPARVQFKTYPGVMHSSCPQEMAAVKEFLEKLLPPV
PAFAH1B3 FP inh = inhibitors of human PAFAH1B3; Q15102; recombinant PAFAH1B3, FP-rhodamine probe, fluorescence polarization; inhibition, % at 3.39 µM; actives 0.28% (n = 340,000); AID 492972;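 active = inhibition above the screen-wide average of all tested compounds plus 3 SD, cut at about 25% in these data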;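 also: 0% = enzyme with DMSO only and 100% = wells lacking PAFAH1B3 protein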
Target sequence (Q15102 whole entry, looked up): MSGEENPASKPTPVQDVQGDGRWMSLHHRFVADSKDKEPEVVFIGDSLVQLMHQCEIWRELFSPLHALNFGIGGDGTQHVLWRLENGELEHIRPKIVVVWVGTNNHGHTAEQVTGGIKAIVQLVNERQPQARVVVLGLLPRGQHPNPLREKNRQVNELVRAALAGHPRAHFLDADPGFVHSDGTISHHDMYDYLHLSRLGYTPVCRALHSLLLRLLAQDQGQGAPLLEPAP
LYPLA1 counter = blocks human lysophospholipase 1, a PME1 counter-screen; O75608; recombinant LYPLA1, FP-Rh probe fluorescence polarization; inhibition, % at 5.9 µM; actives 0.16% (n = 320,000);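 active = inhibition above the mean of all tested compounds plus 3 SD, set per campaign, cut at about 14% in these data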;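 also: inhibitors block serine hydrolase probe labeling of LYPLA1 so polarization falls; 0% = enzyme with DMSO and 100% = wells lacking LYPLA1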
Target sequence (O75608 whole entry, looked up): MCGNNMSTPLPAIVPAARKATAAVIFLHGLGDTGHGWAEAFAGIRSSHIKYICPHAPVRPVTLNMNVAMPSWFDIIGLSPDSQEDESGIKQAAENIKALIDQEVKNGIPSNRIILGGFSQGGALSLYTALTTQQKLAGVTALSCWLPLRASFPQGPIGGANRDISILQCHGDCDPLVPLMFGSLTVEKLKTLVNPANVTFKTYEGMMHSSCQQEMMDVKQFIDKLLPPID
Starred values were filed as active, the others as inactive; nt = not tested or not shown. This is a subset; the hit share may differ from the screen's.

Molecule	PAD4 FP inh	LYPLA2 counter	pPAFAH inh	GSTO1 counter	LYPLA1 counter	PAFAH1B3 FP inh	PAFAH1B2 FP inh	PAFAH2 FP inh	PREPL inh
CCOC(=O)C1=Nc2ccccc2C1=[N+]=[N-]	-6	-5	5	7	2	6	2	4	13
CSc1ccccc1C(=O)Nc1cccc([N+](=O)[O-])c1	-3	3	1	-5	-1	4	-3	1	19
COc1ccc([N+](=O)[O-])cc1NC(=O)C(C)OC(=O)Cc1ccc(OC)c(OC)c1 (centres undefined)	-1	nt	3	nt	nt	1	2	6	-3
COc1ccccc1Nc1nc(NCC(C)C)nc(N)c1[N+](=O)[O-]	-3	-1	-1	-12	-1	2	-1	-4	2
Cc1nnc(SCc2ccccc2)nc1/C=C/NOCc1ccc(Cl)cc1Cl	-7	12	10	-2	2	0	5	8	5
CC(C)(C)c1ccc(C(=O)N/N=C/c2ccc(OCCCF)cc2)cc1	-5	4	1	4	0	7	-2	1	14
C=CCSc1nnc(NC(=O)CN2C(=O)NC3(CCCC3)C2=O)s1	-7	4	-10	3	2	-10	1	5	19
Cc1onc(-c2c(Cl)cccc2Cl)c1-c1nnc(-c2ccc(Cl)cc2)o1	5	-1	4	-9	-1	-5	0	2	0
CCOC(=O)CN1NC2(CCCCCC2)NC1=S	2	-2	0	4	-2	1	8	-2	-7
Cc1cc(CN(C)C(=O)c2cc(COc3ccc(F)cc3Cl)on2)n[nH]1	-4	4	2	-1	0	1	8	1	9
COC(=O)CCCCC1SCC(NC(=O)OC)C1NC(=O)OC (centres undefined)	-4	2	-2	6	3	1	7	1	13
CCC(Sc1nc(C)cc(C)n1)C(=O)Nc1cc(C)on1 (centres undefined)	1	5	2	17	-2	5	7	-1	16
COc1cc(NC(=S)N2CCN(S(=O)(=O)c3ccc(C)cc3)CC2)cc(OC)c1	5	2	4	2	-4	-5	12	-4	14
CC(C)(C)OC(=O)N1CCC(CNC(=O)Nc2ccccc2)CC1	2	8	3	-10	1	-4	5	-2	5
CN(c1ccccc1)S(=O)(=O)c1ccc(C(=O)OCC(=O)NCc2ccco2)cc1	-2	-3	22	-10	-2	-2	5	10	-10
CCSc1ccc2cc(OC)ccc2[n+]1CC	-1	-6	0	1	-3	5	3	6	-3
CCCc1nccn1S(=O)(=O)c1cc(OC)ccc1OC	-2	6	4	-3	-2	0	0	1	-22
CN(C)c1ccc(-c2ccc3oc(-c4ccsc4)cc(=O)c3c2)cn1	-2	nt	16	nt	nt	6	11	20	24
O=C1CN(c2ccccc2)C(=O)N1	-1	4	-2	-3	0	7	7	-6	-7
NC(=O)c1ccccc1N=Cc1cccnc1	4	0	0	8	0	5	-2	3	-6
Cc1nn(-c2ccccc2)c(Cl)c1/C=N/NC(=O)c1nn(C)cc1[N+](=O)[O-]	1	5	3	2	0	-3	4	1	6
COc1ccccc1C(=O)NC(=O)COC(=O)C1CCC1	-1	8	3	2	1	4	-2	12	-6
CC(C)c1nc(C#N)c(NCCCn2ccnc2)o1	-1	2	3	-6	0	4	2	-2	25
CC(C)CNC(=O)C1Nc2ccccc2C2C=CCC12 (centres undefined)	-6	-4	9	21	2	2	1	12	3
O=C(CNc1ccccc1)N/N=C/c1ccc2c(c1)OCCO2	1	-9	-2	-2	-1	3	-1	2	12
Cc1cc(C)c(C)c(S(=O)(=O)Nc2ccccc2C(=O)O)c1C	0	4	4	-11	-1	1	10	5	5
CCOC(=O)c1c(S(=O)(=O)Nc2ccccc2OCC)c(C)n(C)c1C	2	0	2	4	1	7	4	2	2
CC(NC(=O)CCc1nc2cc(S(=O)(=O)N3CCOCC3)ccc2n1C)c1ccc(S(N)(=O)=O)cc1 (centres undefined)	4	-4	1	1	0	10	1	-2	1
CCOC(=O)N1CCC(N2C(=O)c3ccccc3C2Nc2c(C)cccc2C)CC1 (centres undefined)	-30	-42	-9	1	-24	9	-2	2	-14
O=C(Nc1ccccc1)Nc1ccccc1C(=O)NCc1ccccc1	-1	-1	0	1	-1	-1	3	1	0
Cc1ccc(NC(=O)COC(=O)CCC2CCCC2)c(Br)c1	-2	-2	18	nt	0	6	2	31*	5
COc1ccc(C(=O)/C=C/Nc2ccc(S(=O)(=O)Nc3onc(C)c3C)cc2)cc1	2	-10	-5	2	-5	4	10	5	4
Cc1onc(-c2ccccc2Cl)c1C(=O)OCc1cnc(Cl)s1	4	8	5	-2	6	1	-1	-3	-4
O=C(NCCCN1CCOCC1)c1c(O)c2cc(Br)cc(Br)c2[nH]c1=O	2	1	7	-1	5	10	3	-3	-1
CCOC(=O)c1sc2nc(SC)nc(-c3ccccc3)c2c1N	1	2	3	-2	1	8	4	1	-1
Cc1ccc(C(C)C)cc1C(=O)CC1(O)C(=O)N(C)c2ccccc21 (centres undefined)	2	-5	0	0	-1	5	1	-11	7
S=C(NCc1ccco1)N1CCN(Cc2ccc(Cl)cc2Cl)CC1	0	7	10	-2	1	5	10	6	19
O=C(c1cc(F)ccc1F)N1CCC(N2CCC(C(=O)N3CCCC3)CC2)CC1	-1	-6	3	-1	-7	7	-4	-20	0
O=C(CNC(=O)c1ccc(Cl)cc1Cl)OCc1nnc(-c2ccccc2Br)o1	-5	nt	6	nt	nt	6	0	5	-10
CCOC(=O)N1CCN(c2nc(-c3ccccc3)c3cc(C)ccc3n2)CC1	0	-1	5	9	-5	-3	2	10	-6
NC(=O)c1ccc(NC(=O)CCc2nc3ccccc3s2)cc1	-12	4	18	2	3	3	1	12	0
COc1cccc(C(=O)CC(=O)C(=O)Nc2cc(OC)ccc2OC)c1	4	2	7	-4	1	8	11	-7	-1
Fc1ccc(NC(=S)N2CCCc3ccccc32)cc1	0	3	-5	1	-1	-3	-1	1	18
CCOC(=O)c1ccccc1NC(=O)/C=C/c1cc(OC)c(OC)c(OC)c1	-3	6	3	6	-2	3	4	-3	-3
CSc1ncccc1C(=O)Nc1cccc(S(=O)(=O)N2CCOCC2)c1	-8	nt	2	nt	nt	13	2	8	-2
Cn1c(CNC(=O)CCNC(=O)c2ccc(F)c(F)c2)cc(=O)n(C)c1=O	-5	5	1	2	3	6	7	-4	3
Cc1ccc(NC(=O)CN(C)CC(=O)Nc2ccc(N3CCOCC3)cc2)c(C)c1	0	-1	4	-4	-2	6	2	0	54*
CC(OC(=O)C1CCN(c2ccc(C(F)(F)F)cn2)CC1)C(=O)NC1CCCCC1C (centres undefined)	5	10	4	nt	2	3	0	7	17
O=C(Cn1c(=O)oc2ccccc21)N(Cc1ccccc1)C1CCS(=O)(=O)C1 (centres undefined)	-3	0	0	18	5	4	4	1	16
Nc1nc2c(ncn2C2C[C@H](O)[C@@H](CO)O2)c(=O)[nH]1 (some centres undefined)	-3	-1	4	2	1	-2	1	4	0
Cc1cc(Cl)ccc1OCC(=O)NCCOc1nc(N2CCOCC2)nc(N2CCOCC2)n1	-4	-4	-8	-3	0	4	1	-3	24
Cc1ccc(S(=O)(=O)CC2CSc3nc4ccccc4n32)cc1 (centres undefined)	-1	8	-1	9	0	4	4	6	-4
Cc1cccc(N/C(=N\S(=O)(=O)c2ccccc2)C(F)(F)F)c1	0	13	0	3	0	3	1	-4	4
O=C(COc1ccccc1)NC1CCCCCCC1	1	3	3	-5	-1	1	6	7	16
O=C(NCc1ccccn1)C1CCCN(Cc2cnn(-c3ccccc3)c2-n2cccc2)C1 (centres undefined)	3	8	1	2	-3	7	6	2	-10
COc1cccc(/C=N/n2c(=S)n(C)c3ccccc32)c1OC	3	6	2	7	-1	4	7	2	3
Cn1c(=O)c2ncn(CC(=O)Nc3cccc(-c4nc5ccccc5s4)c3)c2n(C)c1=O	-4	-6	-6	-1	-7	-2	-5	-5	-140
COc1cc(C(=O)Oc2cc(N)n(S(=O)(=O)c3ccc(F)cc3)n2)cc(OC)c1OC	-1	4	6	5	0	-5	2	-6	4
O=C1NCCOC(=O)[C@@H](Cc2ccc(F)cc2)CC/C=C/C[C@H]1CC(=O)N(CCO)Cc1ccccc1	-4	nt	3	nt	nt	5	13	3	27
O=C(O)COc1ccccc1/C=N/NC(=O)Cc1csc(Nc2cccc(C(F)(F)F)c2)n1	-2	7	20	-3	1	nt	nt	nt	-6

The listing continues:
Molecule	PAD4 FP inh	LYPLA2 counter	pPAFAH inh	GSTO1 counter	LYPLA1 counter	PAFAH1B3 FP inh	PAFAH1B2 FP inh	PAFAH2 FP inh	PREPL inh
COc1ccc(NC(=O)C(CCS(C)(=O)=O)NC(C)=O)cc1 (centres undefined)	-3	-3	7	-12	0	2	1	7	0
CCCc1ccc(S(=O)(=O)N2CCN(Cc3ccco3)CC2)cc1	0	3	0	3	0	-2	4	3	-1
COc1ccc(-c2noc(CCC(=O)N3CCN(c4ccccc4F)CC3)n2)cc1	1	nt	2	nt	nt	5	0	-5	nt
CC(C)n1c(O)c(N=Nc2ccccn2)c2ccccc21	-2	-1	6	10	3	5	2	-1	-3
O=C(NCCCN1CCCC1)c1ccc(CS(=O)(=O)c2ccc(Cl)cc2)o1	-7	-7	0	0	-4	11	4	9	-15
Cc1cccc2sc(NNC(=O)c3ccc(S(=O)(=O)N4CCCC(C)C4)cc3)nc12 (centres undefined)	2	4	11	-5	-1	10	6	2	16
COC(=O)Cc1n[nH]c(=S)[nH]c1=O	0	-2	1	10	1	6	4	1	6
O=C(CCn1nnc2ccccc21)Nc1nnc(-c2ccccc2F)s1	-5	1	5	-5	-5	2	0	-1	-4
COc1cccc(CNC(=O)c2nnn(CC(=O)Nc3ccc(C)c(C)c3)c2N)c1	-5	4	2	-8	2	5	2	-8	1
CCOC(=O)c1ccc(NC(=O)CC2C(=O)N(c3ccccc3)C(=O)N2CCCOC)cc1 (centres undefined)	0	-8	-1	1	-5	-1	4	-1	2
CNC(=O)c1c(NC(=O)C2=COCCO2)sc2c1CCCC2	-2	-9	-1	5	-2	1	0	3	-5
COc1cccc(C2N(Cc3ccccc3)C(=O)C2(F)F)c1OC (centres undefined)	-2	-6	5	3	-4	-8	1	12	3
O=S(=O)(c1cccc(NC(=S)N2CCN(c3ccccc3F)CC2)c1)C(F)F	-2	-5	-10	-6	-2	-4	0	1	-6
Cc1ccc2c(c1)CCCN2C(=O)CCc1nc2ccccc2c(=O)[nH]1	0	9	3	nt	2	9	0	5	4
Cc1ccc(Cn2c(NS(=O)(=O)c3ccccc3)nc3ccccc32)cc1	-2	-6	6	0	-5	-13	11	0	-4
COC(=O)c1cccc(N/C=C(\[N+](=O)[O-])S(=O)(=O)c2ccccc2)c1	-6	5	4	8	-1	9	9	-7	-2
O=C(/C=C/c1ccccc1)Nc1ncn[nH]1	-2	-5	-2	3	-2	2	0	-2	5
Cc1ccc(NC(=O)C2CCN(c3ncnc4c3nc3n4CCCCC3)CC2)nc1	-1	-2	5	7	2	-3	0	-4	4
Cc1ccc2[nH]c(=O)c(Cc3ccccc3)c(O)c2c1	0	6	4	19	0	14	9	9	11
N#C/C(=C\c1cccs1)C(=O)NCc1ccccc1	2	9	1	1	-4	6	0	2	0
Cc1cccc(NC(=O)c2ccc(Cl)c(S(=O)(=O)N3CCCCC3)c2)n1	0	-6	4	4	-4	7	0	6	-2

High-throughput results (PubChem BioAssay)
